# Growth percent in the NCI-60 one-dose screen (48 h, 10 µM unless noted): 100 = growth as untreated, 0 = no growth, -100 = all killed.
# IGROV1 = IGROV1 ovarian cancer. 79,000 compounds, 4.7% hits
# CAKI-1 = CAKI-1 renal cancer | 75,000 compounds, 4.7% hits
# TK-10 = TK-10 renal cancer cells. 81,000 compounds, 3.9% hits
# NCI/ADR-RES = NCI/ADR-RES ovarian cells. 81,000 compounds, 4.4% hits
# SN12C = SN12C renal cancer cells | 81,000 compounds, 3.8% hits | AID 1794767
# 786-0 = 786-0 renal cancer cells. 81,000 compounds, 5.1% hits
# UO-31 = UO-31 renal cancer | 81,000 compounds, 5.2% hits | AID 1794768
# ACHN = ACHN renal cancer | 81,000 compounds, 4.9% hits | AID 1794771
# * marks the source's active call; other numbers are inactive results; · = not tested or not shown; & = joins results of further samples; ! = a repeat was not active. The calls were made as follows: active = growth percent below 10; inactive = the rest. Only part of the results is shown, so the mix of outcomes need not match the whole.
cpd | compound | IGROV1 | CAKI-1 | TK-10 | NCI/ADR-RES | SN12C | 786-0 | UO-31 | ACHN
1 | CN(C)c1ccc(C2=NN(c3ccc(S(=O)(=O)NC(=O)NCc4ccccc4)cc3)C(c3ccc(Cl)cc3)C2)cc1 (stereo not drawn) | 105 | 85 | 123 | 84 | 92 | 112 | 76 | 90
2 | CCCSc1nc(NC(=O)CN2CCN(c3cc4c(cc3F)c(=O)c(C(=O)O)cn4C3CC3)CC2)cc(=O)[nH]1 | 98 | 100 | 106 | 100 | 87 | 89 | 78 | 96
3 | CC(C)(C)NCC(O)COc1cccc2c1C[C@H](O)[C@H](O)C2 (stereo partly drawn) | 102 | 90 | 99 | 105 | · | 107 | 87 | ·
4 | Cc1scc2c1N(C(=O)CN1CCN(C)CC1)c1ccccc1NC2=O | 108 | 99 | 105 | 108 | 101 | 99 | 86 | 102
5 | COc1ccc2c(c1)c(-c1noc(C(=O)c3cn(C)c4ccccc34)n1)cn2C | 96 | 95 | 93 | 101 | 98 | 115 | 79 | 97
6 | CC1=C(C(=O)Nc2ccc(S(N)(=O)=O)cc2)C(c2cccc(O)c2)NC(=O)N1 (stereo not drawn) | 117 | 98 | 101 | 105 | 99 | 101 | 88 | 110
7 | O=C(O)c1ccc(Nc2ncc3c(n2)-c2ccc(Cl)cc2C(c2c(F)cccc2F)=NC3)cc1 | 42 | 48 | 40 | 55 | 63 | 63 | 42 | 49
8 | Cc1cc(Cl)ccc1NC(=O)Nc1ccc2nc(NS(=O)(=O)c3ccc4ccccc4c3)sc2c1 | 90 | 92 | 108 | 89 | 91 | 104 | 90 | 100
9 | CCOC(=O)c1ccccc1O | 100 | 96 | 103 | 97 | 97 | 93 | 75 | 100
10 | CNC(=O)c1cc(Oc2ccc(NC(=O)Nc3ccc(Cl)c(C(F)(F)F)c3)c(F)c2)ccn1 | -21* | 1.0* | -3.3* | -14* | -40* | 3.6* | -43* | 0.9*
11 | O=C(c1ccc2nc(NS(=O)(=O)c3ccc4ccccc4c3)sc2c1)N1CCN(c2ccccc2F)CC1 | 103 | 90 | 102 | 104 | 101 | 105 | 73 | 102
12 | CN(C)C(=O)c1cc2cnc(Nc3ccc(N4CCNCC4)cn3)nc2n1C1CCCC1 | 79 | 44 | 56 | 111 | 79 | 60 | 57 | 49

# The closing 4 records of the part before are carried over, then new ones follow.
cpd | compound | IGROV1 | CAKI-1 | TK-10 | NCI/ADR-RES | SN12C | 786-0 | UO-31 | ACHN
9 | CCOC(=O)c1ccccc1O | 100 | 96 | 103 | 97 | 97 | 93 | 75 | 100
10 | CNC(=O)c1cc(Oc2ccc(NC(=O)Nc3ccc(Cl)c(C(F)(F)F)c3)c(F)c2)ccn1 | -21* | 1.0* | -3.3* | -14* | -40* | 3.6* | -43* | 0.9*
11 | O=C(c1ccc2nc(NS(=O)(=O)c3ccc4ccccc4c3)sc2c1)N1CCN(c2ccccc2F)CC1 | 103 | 90 | 102 | 104 | 101 | 105 | 73 | 102
12 | CN(C)C(=O)c1cc2cnc(Nc3ccc(N4CCNCC4)cn3)nc2n1C1CCCC1 | 79 | 44 | 56 | 111 | 79 | 60 | 57 | 49
13 | COc1cc(C2NC(=O)NC(C)=C2C(=O)Nc2ccc(S(N)(=O)=O)cc2)cc(OC)c1OC (stereo not drawn) | 112 | 96 | 99 | 102 | 97 | 101 | 88 | 107
14 | Cc1cc(C(=O)Nc2cc(Oc3ccc4nc(NC(=O)C5CC5)cn4n3)ccc2C)n(C)n1 | 12 | 24 | 27 | 60 | 38 | 52 | 14 | 37
15 | Nc1ncnc2c1c(-c1cccc(OCc3ccccc3)c1)cn2C1CC(CN2CCC2)C1 (stereo not drawn) | 22 | 7.5* | 28 | 35 | 36 | -70* | -67* | 19
16 | CCCCCCCCCCCC[N+](C)(C)Cc1ccccc1 | -49* | 82 | -1.6* | 97 | 10 | 28 | 55 | 79
17 | COc1ccc(/C=C/C(C)=N/OC(C)C(N)=O)cc1 (stereo not drawn) | 108 | 101 | 97 | 104 | 108 | 99 | 85 | 104
18 | Cn1cc(-c2nc(N)nnc2-c2c[nH]c3ccccc23)c2cc(F)ccc21 | 83 | 71 | 117 | 97 | 103 | 88 | 59 | 99
19 | COc1ccc2c(c1)c(C(=O)c1nc(-c3cn(C)c4ccc(Br)cc34)no1)cn2C | 83 | 87 | 105 | 92 | 91 | 100 | 81 | 96
20 | CN(C)c1ccc2nc3ccc(=[N+](C)C)cc-3sc2c1 | 1.0*! | 83&23&31 | 110&74&58 | 14&11&12 | 9.2*! | 55&46&41 | 79&57&62 | 83&24&25
21 | Cn1cc(-c2nnc(-c3cn(C)c4ncc(Br)cc34)s2)c2ccccc21 | 87 | 62 | 110 | 83 | 87 | 98 | 73 | 93
22 | O=C(O)Cc1sc(-c2ccccc2)nc1-c1ccc(Cl)cc1 | 100 | 110 | 105 | · | 100 | 103 | 78 | 98
23 | CCCOc1ccc2nc(NC(=O)OC)[nH]c2c1 | 37 | 52 | 36 | -6.3* | 23 | 33 | 37 | 31
24 | Cc1ccccc1OCC(O)CO (stereo not drawn) | 104&113 | 92&93 | 102&104 | 100&108 | 103&93 | 101&115 | 86&98 | 108
25 | NS(=O)(=O)c1cccc(N2C(=O)c3ccccc3C2=O)c1 | 105 | 92 | 90 | 104 | 107 | 96 | 92 | 105
26 | COc1ccc(C(=O)c2ccccc2)c(O)c1 | 27 | 99&103 | 128&98 | 89&106 | 113&93 | 92&89 | 83 | 142&93
27 | COc1cc2nccc(Oc3ccc(NC(=O)C4(C(=O)Nc5ccc(F)cc5)CC4)cc3)c2cc1OC | -16* | -15* | 15 | 14 | 9.6* | 13 | -19* | 4.9*
28 | CCN1C[C@@H](C)n2c(c(O)c3c(=O)n(Cc4ccc(F)c(Cl)c4)nc(C(=O)NC)c32)C1=O | 29 | 16 | 32 | 15 | 9.2* | 18 | 11 | 14
29 | Nc1c2ccccc2nc2ccccc12 | -40*! | -38*! | -13*! | 7.3*! | 33&33&12 | 50&35&26 | 14&11&13 | 26&17
30 | CC[C@H](C)[C@H](N)C(=O)O | 106 | 96 | 121 | 104 | 101 | 112 | 84 | 103
31 | Cn1cc(-c2nc(N)nnc2-c2c[nH]c3ccc(F)cc23)c2cc(Br)ccc21 | 72 | 77 | 114 | 87 | 90 | 76 | 54 | 63
32 | CC[C@]12CCCN3CCc4c(n(c5ccccc45)[C@](O)(C(=O)OC)C1)[C@@H]32 | 98 | 91 | 129 | 100 | 106 | 102 | 85 | ·
33 | CCN(CCCCOC(=O)c1ccc(OC)c(OC)c1)C(C)Cc1ccc(OC)cc1 (stereo not drawn) | 91 | 78&85 | 108&100 | 100&96 | 99&97 | 117&93 | 68&47 | 99
34 | COc1ccc(C2NC(=O)NC(C)=C2C(=O)Nc2ccc(S(N)(=O)=O)cc2)cc1OC (stereo not drawn) | 110 | 95 | 107 | 110 | 96 | 110 | 75 | 103
35 | Cc1cc(CC(C)CC(C)(C)C)n(O)c(=O)c1 (stereo not drawn) (tested in a mixture with another compound) | 9.4* | 34 | 75 | 0.6* | 13 | 29 | 0.0* | 9.7*
36 | O=C(Nc1cccc(Cl)c1)Nc1ncc(CCNc2ncnc3ccsc23)s1 | 36 | 22 | 29 | 9.4* | 54 | 42 | 27 | 27

# Single records, from the list above:
# Nc1c2ccccc2nc2ccccc12 as listed: IGROV1 = -40*!; CAKI-1 = -38*!; TK-10 = -13*!; NCI/ADR-RES = 7.3*!; SN12C = 33&33&12; 786-0 = 50&35&26; UO-31 = 14&11&13; ACHN = 26&17
# CCN1C[C@@H](C)n2c(c(O)c3c(=O)n(Cc4ccc(F)c(Cl)c4)nc(C(=O)NC)c32)C1=O as listed: IGROV1 = 29; CAKI-1 = 16; TK-10 = 32; NCI/ADR-RES = 15; SN12C = 9.2*; 786-0 = 18; UO-31 = 11; ACHN = 14

# Looked up above.
# Entry for no. 28 in ACHN: 14
# Entry for no. 12 in ACHN: 49
# Entry for no. 32 in SN12C: 106
# Entry for no. 21 in IGROV1: 87

# Next section:
# Short forms – A = IGROV1; B = CAKI-1; C = TK-10; D = NCI/ADR-RES; E = SN12C; F = 786-0; G = UO-31; H = ACHN
37: CCN(CC)C(=O)C1CN2CCc3cc(OC)c(OC)cc3C2CC1OC(C)=O (stereo not drawn)
  A: ·	B: 95	C: 111	D: 116	E: 106	F: 110	G: 76	H: 104
38: CCn1cc(C(=O)O)c(=O)c2cc(F)c(N3CCNC(C)C3)c(F)c21 (stereo not drawn)
  A: 110	B: 103	C: 107	D: 116	E: 107	F: 98	G: 88	H: 98
39: CCCCC(CC)COC(=O)c1ccccc1O (stereo not drawn)
  A: 109	B: ·	C: 98	D: 117	E: 105	F: 106	G: 88	H: 113
40: Cn1cc(-c2nnc(N)nc2-c2cn(C)c3ccccc23)c2cc(Br)ccc21
  A: 60	B: 61	C: 113	D: 84	E: 96	F: 86	G: 57	H: 86
41: O=C(CC(CC(=O)c1cccs1)c1ccc(Cl)cc1Cl)c1cccs1
  A: 72	B: 74	C: 92	D: 82	E: 90	F: 89	G: 64	H: 99
